HepG2 viability = qHTS for Inhibitors of TGF-b: Cytotox Counterscreen; Potency, µM (highest dose often 46.1 µM), for the others: at the top dose activity change, negative = cytotoxicity, usual class: cytotoxic; 0.76% of 410,000 active; HepG2 CAGA-GFP viability, ATP luminescence, 18 h; AID 588856, 2011; note: potency is the fitted concentration of half-maximal effect; some results filed as inactive show a strong effect at the top dose
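HepG2 CAGA-GFP cells (1000/well, DMEM with 1% FBS) received compound, then TGF-beta at 500 pg/mL final, and were incubated 18 hours at 37 degrees C. Viability was read by CellTiter-Glo luminescence. Media-only wells were set as complete cell-killing and DMSO as no toxicity.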
CCT chaperon mod = High-Throughput Screening for Modulators of Cytosolic Chaperonin Activity; activity change, % (test concentration not listed), hits read low; 0.3% of 360,000 active; purified chaperonin ATPase assay, HTRF ADP detection, 30 min; in the data active = activity change below about -30%; note: % is set by controls: 0 for no effect and ±100 for the full control effect
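First, chaperonin was dispensed at 40 nM or 20 nM final depending on batch activity. Next, compounds were pinned at 76 uM and ATP added at 10 uM. After 30 min at 37 °C, ADP detection reagents ran 30 min at ambient temperature.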
pAkt inh = HTS Assay for Inhibitors of Akt Phophorylation: Primary Screen | Neuro2A IGF-stimulated pAkt S473 HTRF, 20 min; active compounds read low | activity change, % for hits at 50 µM | 0.32% of 360,000 active; in the data active = activity change below about -80%; inconclusive = mostly about -51% to -80%; note: % is set by controls: 0 for no effect and ±100 for the full control effect
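Neuro2A cells in DMEM with 0.5% FBS, overnight at 37 deg C, given compound at single 50 µM final, then IGF (6 nM final) for 20 min at 37 deg C. Lysed; phospho-Akt Ser473 by HTRF after 24 h, 665/615 ratio.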
Abeta rescue = qHTS for compounds that reverse cellular toxicity of Amyloid beta (A-beta) peptide in yeast: Primary Screen | Potency, µM (top dose mostly 46.1 µM), for the others: at the top dose growth rescue, most hits filed as activators | AID 1347071, 2019 | 0.063% of 410,000 active | yeast expressing A-beta42, growth rescue, OD600, 48 h; response scale: 0% DMSO, 100% iron-clioquinol control; note: potency is the fitted concentration of half-maximal effect; nearly all actives have a fitted effect of over 55% in size
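Yeast growth medium received pinned compounds, then yeast cells expressing toxic A-beta were added; plates incubated at 30 C for 48 hr. Growth read as absorbance at 600 nm, normalized to DMSO and equimolar FeCl3 plus clioquinol controls.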
Nrf2 block = Nrf2 qHTS screen for inhibitors; A549 ARE-Fluc reporter, luciferase luminescence, 18-24 h; Potency, µM (titrated, usually from 46 µM), without a hit: at the top dose activity change, negative = inhibition, actives largely listed as inhibitors; 2.1% of 360,000 active; AID 504444, 2011; note: potency is the fitted concentration of half-maximal effect; % is set by controls: 0 for no effect and ±100 for the full control effect; nearly all actives have a fitted effect of over 60% in size
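Cells were seeded and rested 2 h, then exposed to compounds for 18-24 h. CellTiter-Fluor was read first as a viability measure. BugLite was added 15 min before the final luminescent read of ARE-luciferase activity in A549 cells.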
TGFb inhibitor = qHTS for Inhibitors of TGF-b; 1.2% of 410,000 active; AID 588855, 2011; Potency, µM (top dose mostly 46.1 µM), without a hit: at the top dose activity, negative = inhibition, actives largely listed as inhibitors; HepG2 CAGA-GFP TGF-b/SMAD3 reporter, GFP fluorescence, 18 h; TGF-beta stimulated, 500 pg/mL final; note: potency is the fitted concentration of half-maximal effect; % is set by controls: 0 for no effect and ±100 for the full control effect; nearly all actives have a fitted effect of over 65% in size
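HEPG2 CAGA-GFP reporter cells (1000/well, DMEM with 1% FBS) received compounds, then recombinant TGF-beta at 500 pg/mL final for 18 hours at 37 degrees C. Per-cell GFP summed per well was normalised to unstimulated and stimulated DMSO controls before curve fitting.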
A549 tox = Nrf2 qHTS screen for inhibitors: counterscreen for cytotoxicity; A549 ARE-Fluc cells, CellTiter-Fluor viability, 18-24 h; Potency, µM (titrated, usually from 46 µM), for inactives: at the highest dose activity change, negative = cytotoxicity, hits mostly inhibitors; 0.16% of 390,000 active; AID 504648, 2011; note: potency is the fitted concentration of half-maximal effect; % is set by controls: 0 for no effect and ±100 for the full control effect
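A549 ARE-Fluc cells in 5% FBS OPTI-MEM, 5000 cells/well, rested 2 h then exposed to compounds in concentration-response for 18-24 h at 37 °C. Viability by CellTiter-Fluor fluorescence (Ex 405/Em 525) after 30 min; luciferase luminescence (BugLite, 15 min, RT) read afterwards.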
Nrf2 activator = qHTS of Nrf2 Activators; 0.31% of 410,000 active; Potency, µM (top dose mostly 46.1 µM), for inactives: at the highest dose activation, hits mostly activators; AREc32 ARE-luciferase reporter (MCF7-derived line), luminescence, 24 h; AID 624171, 2012; note: potency is the fitted concentration of half-maximal effect; % of control where 0% means no effect; nearly all actives have a fitted effect of over 65% in size
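Reporter line AREc32 (ARE-Fluc), seeded overnight in OPTI-MEM with 5% FBS; compound pin-transferred, 24 hr at 37 deg C, 5% CO2; luminescent read-out.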
Mm-Cpn inhibitor = Inhibitors of TCP-1 ring complex (TRiC) of Methanococcus maripaludis (MmCpn): qHTS | Chaperonin Mm-Cpn (Methanococcus maripaludis) | purified Mm-Cpn ATPase, ADP Transcreener TR-FRET | Potency, µM (series often up to 76.9 µM), for the others: at the highest dose activity, negative = inhibition, usual class: inhibitors | 0.031% of 330,000 active | AID 504842, 2011; note: potency is the fitted concentration of half-maximal effect; % is set by controls: 0 for no effect and ±100 for the full control effect; nearly all actives have a fitted effect of over 80% in size
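Inhibition of chaperonin ATP hydrolysis is measured as reduced ADP production, detected by competitive TR-FRET in which signal falls with ADP. Final enzyme 25 nM and ATP 10 uM, reacted 30 min at 37°C.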
Active calls of the source: *; i = inactive; ? = inconclusive; / = no result given; & = joins results of further samples; [ ] = another dose, or the depositor's remark. Unless noted, calls come from the whole dose curve; as a rule, active = well fitted curve in the direction sought with a large enough effect; inconclusive = small, poorly fitted or top-dose-only effect, or another doubt; inactive = no such curve, though single readings can be large; an effect the other way counts as inactive or inconclusive. The order is random; any-hit rate near 4.3%.

Values run as follows: HepG2 viability	CCT chaperon mod	pAkt inh	Abeta rescue	Nrf2 block	TGFb inhibitor	A549 tox	Nrf2 activator	Mm-Cpn inhibitor
> COc1cc(NS(=O)(=O)c2ccc(NC(=O)NC3CCCCC3)cc2)nc(OC)n1
  4%	2.3	i	12%	?	11%	-11%	-0.8%	-1%
> COc1ccc(CNS(=O)(=O)NCc2ccccc2)cc1OC
  -12%	2.9	i	6%	-10%	-2%	-1%	-0.7%	4%
> O=C(O)C1CCCN1C1=NS(=O)(=O)c2ccccc21 (stereo not drawn)
  8%	-3.3	i	-4%	-1%	0%	1%	0.1%	-2%
> CCOC(=O)CNNC(=O)Nc1ccc(Cl)c(Cl)c1
  0%	-0.7	i	11%	8%	20%	10%	-0.4%	0%
> CCOc1ccc(/C(O)=C2/C(=O)C(=O)N(CCCN3CCOCC3)C2c2ccc(C)cc2)cc1C (stereo not drawn)
  -13%	-3.9	i	1%	?	-4%	2%	0.1%	0%
> Cc1ccc(Cc2nc3ccccc3nc2SCC(=O)N2CCN(c3ccc(F)cc3)CC2)cc1
  1%	/	/	6%	/	-1%	6%	-0.9%	/
> Cc1ccc(CNC(=O)CN(c2ccc(Cl)cc2Cl)S(=O)(=O)c2ccccc2)cc1
  -21%	/	/	-8%	?	?	-16%	0.0%	/
> Cc1ccccc1-c1nc(CN2CCC(C(=O)NCc3cccnc3)CC2)c(C)o1
  4%	-1.7	i	19%	12%	-18%	16%	-0.8%	1%
> CC1(C(=O)NCc2cccs2)Cc2c(-c3ccc4c(c3)OCO4)ccnc2O1 (stereo not drawn)
  3%	-2.5	i	-23%	/	-22%	/	2.3%	/
> COc1ccc(S(=O)(=O)N2CCN(C(=O)c3cnc(C)cn3)CC2)cc1
  -1%	-2.7	i	-9%	-8%	-24%	2%	0.0%	0%
> CCCC(C(=O)Nc1ccc(S(=O)(=O)N2CCOCC2)cc1)c1ccccc1 (stereo not drawn)
  -18%	-1.7	i	6%	?	?	-1%	4.5%	0%
> CCN(CC)S(=O)(=O)c1cccc(C(=O)N[C@H](C(=O)OCC(=O)NC(=O)NC)C(C)C)c1
  -17%	1.7	i	10%	-26%	-4%	-2%	-0.7%	1%
> Cc1ccc(Sc2ncnc3onc(C)c23)cc1
  -9%	-2.4	i	-40%[inhibitor]	-15%	-7%	1%	?	2%
> O=c1c([N+](=O)[O-])c(NC2CCCCC2)c2ccccc2n1-c1ccccc1
  -32%	1.5	i	-6%	?	-22%	-25%	-0.2%	-2%
> Fc1ccc(-c2nc(-c3cnccn3)no2)c(Cl)c1
  10%	0.7	i	-19%	?	15%	2%	4.1%	1%
> CCOc1ccccc1OCC(=O)Nc1cc2c(cc1C(=O)O)OCCCO2
  2%	-0.6	i	-3%	-3%	9%	-4%	-0.3%	-5%
> Cc1cc(C(F)(F)F)nn1CC(=O)NCC1CCCO1 (stereo not drawn)
  9%	-0.4	i	-1%	/	25%	-3%	-1.0%	-1%
> CCc1ccc(CNC(=O)c2ccc(CSc3nc4ccncc4n3Cc3ccccc3)cc2)cc1
  -26%	/	/	-10%	-19%	?	-13%	3.7%	/
> COc1ccc(-c2nc3ccccc3c(=O)n2CCN2CCOCC2)cc1
  -10%	-5.9	i	-8%	3%	18%	-3%	2.2%	1%
> CCOc1ccc(-c2cnc3n2CCC3)cc1
  -1%	0.0	i	2%	1%	-2%	-9%	-0.1%	-1%
> COCCn1c(C)cc(O)c(C(=O)Nc2cccc(Cl)c2)c1=O
  -16%	-0.8	i	3%	0%	-5%	3%	0.1%	-2%
> CCOC(=O)C1=NOC(Cn2cc(C(C)=O)c(=O)[nH]c2=O)C1 (stereo not drawn)
  0%	0.1	i	-2%	-15%	4%	16%	-0.4%[9.22 µM]	-2%
> O=C(Nc1ccn(Cc2ccccc2F)n1)c1ccc(COc2cccc(Br)c2)cc1
  16%	-0.1	i	4%	?	-15%	-14%	-0.3%	0%
> O=C(O)c1cc(S(=O)(=O)Nc2ccccc2C(=O)O)ccc1O
  17%	-2.8	i	-1%	2%	0%	-7%	0.1%	-1%
> CSCCC(NC(=O)COc1ccccc1)C(=O)N(C)CC(=O)Nc1ccc(Cl)cc1 (stereo not drawn)
  -9%	-1.3	i	-18%	?	-9%	0%	1.2%	3%
> O=C(c1ccco1)N1CCc2[nH]nc(-c3ccc(Cl)cc3)c2C1
  -39%	-5.9	i	10%	?	-8%	1%	-0.6%	1%
> Cc1ccc(C2=Nc3ccccc3N=C(c3ccc(F)cc3)C2)c(O)c1
  -5%	/	/	-11%	8%	2%	-1%	0.4%	/
> CCSc1nc2c(c(=O)[nH]c(=O)n2C)n1CC(O)COc1ccccc1 (stereo not drawn)
  6%	-2.7	i	1%	-6%	-3%	-6%	0.2%	1%
> CC(C)NC(=O)C1(C)CCCN1C/C=C/c1ccccc1 (stereo not drawn)
  10%	-1.8	i	-11%	/	-1%	/	0.7%	/
> CN(Cc1nc2ccccc2n1C)C(=O)c1ccco1
  -1%	-1.8	i	-6%	5%	7%	-2%	-0.7%	1%

2 consecutive entries out of the list so far, quoted:
Values run as follows: HepG2 viability	CCT chaperon mod	pAkt inh	Abeta rescue	Nrf2 block	TGFb inhibitor	A549 tox	Nrf2 activator	Mm-Cpn inhibitor
> CCc1ccc(CNC(=O)c2ccc(CSc3nc4ccncc4n3Cc3ccccc3)cc2)cc1
  -26%	/	/	-10%	-19%	?	-13%	3.7%	/
> COc1ccc(-c2nc3ccccc3c(=O)n2CCN2CCOCC2)cc1
  -10%	-5.9	i	-8%	3%	18%	-3%	2.2%	1%

Additional structures:
Values run as follows: HepG2 viability	CCT chaperon mod	pAkt inh	Abeta rescue	Nrf2 block	TGFb inhibitor	A549 tox	Nrf2 activator	Mm-Cpn inhibitor
> CC(C)C[C@H]1CNC(=S)N1CC1CCCN1C[C@H](CC(C)C)N1C[C@H](CC(C)C)N(CCc2ccccc2)C1=S (stereo partly drawn)
  -39%	1.0	i	13%	-12%	?	-10%	0.0%	/
> CCOc1ccc(-c2cc(C(=O)N3CCN(c4ccccn4)CC3)c3ccccc3n2)cc1
  0%&2%&10%	0.9	i	-16%	/	38%&2%&6%[activator]	?	0.7%	0%
> COc1ccc(-c2nc3ccccc3s2)cc1NC(=O)c1ccc(F)cc1
  -22%	/	/	-10%	?	1%	-18%	4.1%	/
> CN1CC(c2ccccc2)C2(SC(=S)N(Cc3ccco3)C2=O)C12C(=O)Nc1ccccc12 (stereo not drawn)
  -31%	-5.5	i	7%	12µM*	?	?	2.9%	0%
> Cc1cc(Cl)cc2sc(=S)[nH]c12
  -10%	-0.1	i	-4%	14%	0%	3%	3.3%	/
> Cc1ccc(OCCn2c(CCNC(=O)C(C)C)nc3ccccc32)cc1
  -35%	0.2	/	-15%	-11%	-1%	1%	-0.9%	0%
> O=[N+]([O-])c1cc(NS(=O)(=O)c2ccc(Cl)nc2)ccc1Cl
  -48%	-1.3	i	18%	16µM*	?	?	0.6%	-3%
> CCSc1nc2sc3c(c2c(=O)n1-c1ccc(C)c(Cl)c1)CCN(C(C)=O)C3
  -30%	/	/	-38%[inhibitor]	-6%[9.27 µM]	-10%	?	0.7%	/
> CCc1ccc(C2C(C(C)=O)=C(C(=O)OC)Nc3nnnn32)cc1 (stereo not drawn)
  -2%	-0.1	i	4%	7%	1%	-12%	0.3%	2%
> S=C(NCCCN1CCOCC1)Nc1ccc(-c2nc3ccccc3[nH]2)cc1
  -22%	1.6	i	-4%	?	-1%	2%	3.5%	1%
> O=C(CSc1nccn1Cc1ccc(F)cc1)NCc1ccccc1
  2%	/	/	5%	/	-17%	-1%	0.3%	/
> Cc1ccc(-c2nnc(N3CCN(c4ccccn4)CC3)c3ccccc23)cc1
  -47%	2.8	i	-31%[inhibitor]	23µM*	?	?	0.2%	2%
> CCC(=O)Nc1sc2c(c1C(N)=O)CCC2
  0%	-4.3	/	-10%	/	-6%	3%	-0.1%	-2%
> COc1ccc(-c2nc3c(C)cc(Br)cn3c2CC(C)(C)C)cc1OC
  -17%	-0.1	i	9%	/	?	/	7.0%	/
> CCN1CCN(CC2CC3C=CC2C3)CC1 (stereo not drawn)
  10%	0.0	i	21%	?	-3%	-1%	-0.7%	1%
> CCc1ccc(NC(=O)C2CCN(S(=O)(=O)c3c(C)noc3/C=C/c3ccco3)CC2)cc1
  -26%	/	/	5%	4%	-38%	10%	3.7%	/
> CC(C)Oc1ccc(CCC(=O)NNC(=S)Nc2ccccc2)cc1
  4%	-3.3	i	?	-12%	6%	3%	0.3%	1%
> COc1ccc(CCN(C)C(=O)CCNS(=O)(=O)c2ccccc2C(F)(F)F)cc1OC
  0%	-0.8	i	-8%	-12%	-6%	4%	-0.2%	-2%
> COc1ccc(CCNC(=O)CCOc2ccc(C(C)(C)C)cc2)cc1OC
  -2%	0.9	i	11%	0%	20%	-4%	-0.5%	/
